CHO-K1 Ca antag = nonselective inhibitor or artifact in parental CHO-K1 cells; ATP-induced calcium, Fluo-8 fluorescence; 360,000 compounds, 0.6% hits; inhibition, % at 3 µM; AID 602250;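 active = inhibition above a per-plate cutoff, the plate's mean sample inhibition plus 3 SD, cut at about 24% in these data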;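 also: 0% = DMSO plus EC80 ATP and 100% = DMSO alone without ATP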
V1R ag counter = activates human V1a receptor in oxytocin agonist counter-screen; 320,000 compounds, 0.25% hits; CHO-V1R cells, Fluo-8 calcium fluorescence, agonist mode; 0% DMSO, 100% 3 nM vasopressin; AID 2797; P37288; activation, % at 3 µM;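 active = activation above the mean activation of all tested compounds plus 3 SD, per screening run, cut at about 20% in these data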;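 also: signal is peak over basal fluorescence ratio across a 100 second FLIPR read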
Target sequence (P37288 whole entry, looked up): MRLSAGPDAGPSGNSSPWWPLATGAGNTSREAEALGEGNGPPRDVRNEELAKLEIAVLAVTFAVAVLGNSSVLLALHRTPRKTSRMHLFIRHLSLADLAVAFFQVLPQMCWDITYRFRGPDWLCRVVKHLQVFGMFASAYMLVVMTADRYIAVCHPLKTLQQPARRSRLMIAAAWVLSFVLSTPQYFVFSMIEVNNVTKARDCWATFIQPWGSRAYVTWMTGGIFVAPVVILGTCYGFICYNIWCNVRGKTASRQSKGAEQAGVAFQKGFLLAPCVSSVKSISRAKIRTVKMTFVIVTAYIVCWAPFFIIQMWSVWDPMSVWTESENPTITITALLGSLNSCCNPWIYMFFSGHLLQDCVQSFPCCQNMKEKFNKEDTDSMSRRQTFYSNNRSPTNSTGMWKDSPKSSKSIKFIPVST
CHO-K1 Ca PAM = counter-screen for M1 PAMs: effect in parental CHO-K1 cells. ATP EC20, Fluo-8 calcium fluorescence; 0% at ATP EC20, 100% at ATP max. activation, % at 3 µM. 360,000 compounds, 0.02% hits. AID 602247;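 active = activation above the run cutoff, the mean activation of all test compounds plus 3 SD, cut at about 40% in these data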;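 also: peak over basal fluorescence ratio in a 140 s read after ATP addition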
OXTR ag = activates the human oxytocin receptor; activation, % at 3 µM; CHO-OTR cells, Fluo-8 calcium fluorescence; normalized: DMSO 0%, oxytocin 100%; P30559; 320,000 compounds, 0.32% hits;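 active = activation above the mean of all tested compounds plus 3 SD, cutoff set per screening run, cut at about 20% in these data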;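 also: peak over basal fluorescence ratio from a 100 s FLIPR kinetic read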
GPR7 antagonist = blocks human GPR7 receptor signaling; P48145; GPR7-expressing cells, fluorescence antagonist assay; inhibition, % at 4.4 µM; 290,000 compounds, 1.1% hits; in the data active = inhibition above about 16%, passing the limit was not always enough;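 also: cells stimulated with the agonist NPW; 0% = agonist with vehicle and 100% = vehicle without agonist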
Target sequence (P48145 whole entry, looked up): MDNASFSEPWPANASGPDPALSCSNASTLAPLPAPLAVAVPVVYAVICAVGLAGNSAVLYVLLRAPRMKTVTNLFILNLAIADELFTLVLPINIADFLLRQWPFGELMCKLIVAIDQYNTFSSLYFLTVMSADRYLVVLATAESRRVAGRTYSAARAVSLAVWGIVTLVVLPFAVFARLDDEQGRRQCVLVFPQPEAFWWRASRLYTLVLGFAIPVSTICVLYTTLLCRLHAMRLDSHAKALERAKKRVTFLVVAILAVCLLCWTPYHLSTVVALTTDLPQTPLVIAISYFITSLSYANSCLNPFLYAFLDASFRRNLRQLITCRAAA
CHO-K1 Ca ag = M1 agonist counterscreen hit in parental CHO-K1 cells; Fluo-8 calcium fluorescence; scaled to maximal ATP response, vehicle zero; activation, % at 3 µM; 360,000 compounds, 0.48% hits; in the data active = activation above about 15%;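 also: untransfected CHO-K1 host cells lacking M1 receptor as counterscreen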
OXTR potentiator = potentiators of human oxytocin receptor; P30559; CHO-OTR cells, Fluo-8 calcium fluorescence, potentiator mode; 0% = oxytocin EC15, 100% = EC100; activation, % at 3 µM; 320,000 compounds, 0.061% hits; AID 2445;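 active = activation above that plate's cutoff, the mean activation of tested compounds plus 3 SD, cut at about 6.6% in these data, passing the limit was not always enough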;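 also: 100% uses oxytocin at 75 nM as the full agonist control; some results filed as inactive read as strong as hits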
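System: human OTR in CHO cells; Also added: sub-maximal oxytocin, roughly EC15; Timing: compound 6 min at room temperature before oxytocin, 100 s read; Technique: Fluo-8 intracellular calcium fluorescence, ex 470-495, em 515-575 nm; Controls: oxytocin EC15 low and EC100 high; Replication: singlicate.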
TAAR1 antag = antagonists of human TAAR1; Q96RJ0; CHO RD-HGA16 TAAR1, Fluo-8 calcium fluorescence, antagonist; inhibition, % at 3 µM; 360,000 compounds, 1.5% hits; AID 624466;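 active = inhibition above a per-plate cutoff, the mean inhibition of test compounds on that plate plus 3 SD, cut at about 49% in these data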;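 also: 0% = DMSO plus EC80 beta-PEA response and 100% = DMSO alone without agonist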
Target sequence (Q96RJ0 whole entry, looked up): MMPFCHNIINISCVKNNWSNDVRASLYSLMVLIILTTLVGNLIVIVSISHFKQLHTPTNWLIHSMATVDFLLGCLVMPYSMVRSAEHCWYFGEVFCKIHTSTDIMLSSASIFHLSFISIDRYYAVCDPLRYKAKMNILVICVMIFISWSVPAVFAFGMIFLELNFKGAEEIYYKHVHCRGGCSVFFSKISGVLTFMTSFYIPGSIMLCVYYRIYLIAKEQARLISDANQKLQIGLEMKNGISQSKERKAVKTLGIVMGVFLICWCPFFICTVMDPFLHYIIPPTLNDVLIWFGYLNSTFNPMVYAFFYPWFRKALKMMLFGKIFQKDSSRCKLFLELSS
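Test system – hTAAR1-expressing CHO RD-HGA16 cells, Gα16-coupled · Reagent – β-PEA at EC80 concentration, post-compound challenge · Compound dosing – 3 µM, single point · Timing – 140 s kinetic read after compound, 140 s after agonist · Detection – Fluo-8 intracellular calcium dye fluorescence, real-time kinetic reads · Control set – DMSO and EC80 PEA controls · Repeats – n of 1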
CHO parental Ca = counter-screen for OX1R antagonists: effect in parental CHO cells. parental CHO-K1, ATP-induced calcium, Fluo-8 fluorescence. inhibition, % at 5.6 µM. 330,000 compounds, 0.63% hits. AID 463079;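 active = inhibition above that plate's mean sample inhibition plus 3 SD, cut at about 26% in these data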;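 also: 0% = ATP-challenged DMSO wells and 100% = DMSO wells without ATP; some compounds past the cut are filed as inactive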
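Material: parental CHO cells / Compound: single nominal dose of 5.6 µM per compound / Signal: Fluo-8 fluorescence / Replicates: singlicate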
An asterisk follows results filed as active; x = not tested or not shown.

nr	canonical_smiles	CHO-K1 Ca antag	V1R ag counter	CHO-K1 Ca PAM	OXTR ag	GPR7 antagonist
1	Cc1occc1C(=O)N/N=C/c1cccc2ccccc12	-15	-0.4	6	-0.3	2
2	Cc1ccc(NC(=S)N2CCC(NC(=O)c3cccc(F)c3)CC2)cc1	-25	0.1	24	-1.2	-4
3	CCOc1cc(S(=O)(=O)NCCc2cccc(C)c2)c(OCC)cc1-n1cnnn1	-35	0.3	21	-1.7	-1
4	O=C(N/N=C/c1cn(-c2cccs2)nc1-c1ccccc1)c1ccccc1O	29*	4.1	-7	3.1	-5
5	O=C(CCS(=O)(=O)c1ccccc1)NNC(=O)COc1ccc(F)cc1	-5	-0.3	3	-0.7	x
6	COC(=O)c1sc2ccccc2c1-n1cccc1C(=O)C(=O)Nc1ccc(C)cc1	2	-0.3	5	0.7	14
7	Cc1ccc(NC(=O)C(c2ccccc2)N2CCN(CC(=O)N3CCOCC3)CC2)cc1 (stereo unspecified)	-10	0.3	18	-0.4	x
8	O=C(CSc1nc2nn(-c3ccccc3)c(=O)c-2c2n1CCCCC2)Nc1ccc(OC(F)F)cc1	-13	-0.1	8	-2.2	x
9	Cc1ccc(C)c(-c2nc3ccc(N)cc3[nH]2)c1	-7	-0.2	12	0.1	-5
10	COc1ccccc1NS(=O)(=O)c1cc(NC(=O)C(C)C)ccc1N1CCCCC1	-12	3.0	4	-2.3	-7
11	Cc1cccc(N(CC(=O)NCCSc2nc3ccccc3s2)S(=O)(=O)c2ccccc2)c1	x	-0.1	x	-0.5	-9
12	CCCCOc1ccc(N(CC(=O)NCc2ccco2)C(=O)CCC(=O)Nc2nccs2)cc1	-15	1.9	11	2.4	-2

nr	CHO-K1 Ca ag	OXTR potentiator	TAAR1 antag	CHO parental Ca
1	0.0	-8	3	-22
2	0.7	-9	-6	0
3	1.8	-5	-14	-19
4	13	-7	75*	5
5	-0.1	-5	2	-6
6	0.4	-3	5	-5
7	0.5	-4	-7	-14
8	-0.5	-6	21	-23
9	0.1	-5	1	-9
10	0.8	-18	-5	-5
11	x	-5	x	-14
12	0.1	-6	-3	-17

(next part)
nr	canonical_smiles	CHO-K1 Ca antag	V1R ag counter	CHO-K1 Ca PAM	OXTR ag	GPR7 antagonist
13	COc1ccccc1NS(=O)(=O)c1cccc(C(=O)NNC(=O)c2ccc(NC(C)=O)cc2)c1	-3	0.6	-11	1.2	x
14	NC(=O)c1ccsc1NC(=O)c1ccc(S(=O)(=O)N2CCCCC2)cc1	-2	4.1	14	3.1	-19
15	Cc1nn(C(C)C(=O)NCc2ccc(Cl)cc2)c(=O)c2cc3occc3n12 (stereo unspecified)	-10	-0.9	20	-1.3	-8
16	COC(=O)/C=C1\N/C(=N/c2nc(C)c3cc(OC)ccc3n2)NC1=O	-8	0.1	17	0.6	-18
17	COc1ccc(C(C)=O)cc1CSc1nc2cc(C(=O)O)ccc2c(=O)n1Cc1ccccc1	3	0.2	-10	-0.5	-2
18	COc1cccc(-c2nc(=S)c3c(o2)CCCC3)c1	-15	0.6	27	-0.6	-11
19	CCCN1CCN(C(=O)c2ccc(CS(=O)c3ccc(F)cc3)o2)CC1 (stereo unspecified)	-9	0.1	-12	1.7	1
20	O=C(NC(=S)Nn1cnnc1)c1ccccc1Br	-4	1.0	-8	-0.5	10
21	CC(OC(=O)/C=C/c1ccco1)C(=O)NC1CCCCC1 (stereo unspecified)	-9	x	19	x	x
22	CN(C)CCNS(=O)(=O)c1ccc(N2CCc3ccccc32)c([N+](=O)[O-])c1	-14	6.2	0	11	-2
23	CCCOc1ccc(C(=O)NNC(=S)NC(=O)c2cc(-c3ccccc3)nc3ccccc23)cc1	-2	1.4	16	-0.1	-9
24	CCOc1ccc2oc(-c3ccccc3)c(C(=O)O)c2c1	2	1.4	3	-0.7	-11

nr	CHO-K1 Ca ag	OXTR potentiator	TAAR1 antag	CHO parental Ca
13	-0.2	-6	0	-1
14	6.2	-8	20	-9
15	-0.4	-7	-34	-19
16	1.6	2	x	-9
17	-0.1	-3	-13	-14
18	0.4	-12	-22	-9
19	0.1	0	4	-14
20	0.0	-3	-4	-4
21	0.7	x	-2	x
22	6.1	-3	-30	-15
23	0.1	-14	22	-10
24	-0.3	-8	0	-11

Three compounds already listed, arranged by molar mass, high to low.
nr	canonical_smiles	CHO-K1 Ca antag	V1R ag counter	CHO-K1 Ca PAM	OXTR ag	GPR7 antagonist
13	COc1ccccc1NS(=O)(=O)c1cccc(C(=O)NNC(=O)c2ccc(NC(C)=O)cc2)c1	-3	0.6	-11	1.2	x
17	COc1ccc(C(C)=O)cc1CSc1nc2cc(C(=O)O)ccc2c(=O)n1Cc1ccccc1	3	0.2	-10	-0.5	-2
14	NC(=O)c1ccsc1NC(=O)c1ccc(S(=O)(=O)N2CCCCC2)cc1	-2	4.1	14	3.1	-19

nr	CHO-K1 Ca ag	OXTR potentiator	TAAR1 antag	CHO parental Ca
13	-0.2	-6	0	-1
17	-0.1	-3	-13	-14
14	6.2	-8	20	-9

(listing goes on)
nr	canonical_smiles	CHO-K1 Ca antag	V1R ag counter	CHO-K1 Ca PAM	OXTR ag	GPR7 antagonist
25	COc1cccc(CC2(CO)CCCN(C/C=C/c3ccccc3OC)C2)c1 (stereo unspecified)	0	5.6	3	5.5	3
26	COc1ccc(CCC2(C)NC(=O)NC2=O)cc1 (stereo unspecified)	-5	0.0	10	0.3	-3
27	Cn1c(N)c(Sc2ccc([N+](=O)[O-])cc2)c(=O)n(C)c1=O	-15	0.6	22	1.1	-3
28	CCC(=O)Nc1ccc(Cl)c(NC(=O)c2ccc(Br)o2)c1	20	-0.3	-7	0.3	-8
29	Cc1ccc(-n2ncc(-c3nnc(SCC(=O)NC4CCCC4)o3)c2N)cc1C	-3	5.5	9	4.4	-16
30	O=C(NC(=S)Nc1ccc(Br)c(Cl)c1)C1CC1	2	x	-18	x	-3
31	O=C(Nc1c(-c2ccccc2)[nH][nH]c1=O)c1ccc(Br)cc1	-13	x	22	x	x
32	COc1ccc(CNC(=O)/C(C#N)=C2\N=C(NC(=O)c3cccs3)c3ccccc32)cc1	-5	-0.1	16	0.0	-7
33	COC(=O)c1cc(CNC(=O)c2sccc2-c2ccccc2)ccc1OC	-9	4.8	-9	0.4	-1
34	COc1ccccc1N(C)S(=O)(=O)c1ccc(C(=O)Nc2cccc(S(=O)(=O)N3CCOCC3)c2)cc1	5	x	3	x	x
35	O=C(CNC(=O)c1ccc(Cl)cc1Cl)Nc1ccc(F)cc1	-13	-0.1	15	-0.6	-11
36	O=C(O)c1cc(N/N=C/c2c(O)ccc3ccccc23)ccc1Cl	-23	0.6	26	-0.4	-1

nr	CHO-K1 Ca ag	OXTR potentiator	TAAR1 antag	CHO parental Ca
25	5.2	-15	-29	-16
26	0.3	-8	-19	7
27	1.3	-2	1	16
28	-0.1	5	-19	-5
29	7.0	-10	-7	-7
30	-0.3	x	-4	x
31	0.8	x	-2	x
32	0.6	-6	-3	-3
33	7.0	-5	-4	-7
34	8.4	x	47	x
35	0.9	0	-26	-9
36	1.6	2	-11	-10

Next entries.
nr	canonical_smiles	CHO-K1 Ca antag	V1R ag counter	CHO-K1 Ca PAM	OXTR ag	GPR7 antagonist
37	Oc1[nH]c2ccccc2c1N=Nc1ccccn1	-6	x	-2	x	x
38	CN(C(=O)c1cccc(NC(=O)Cc2ccc(NC(=O)C3CCCN(C(=O)C4CCCCC4)C3)cc2)c1)C1CCC1 (stereo unspecified)	-14	x	11	x	x
39	CC1CCCCC1NC(=O)CN1c2cccc3cccc(c23)S1(=O)=O (stereo unspecified)	-12	3.8	14	4.2	x
40	C/C(=N\Nc1nncc2ccccc12)c1ccc(O)cc1	-13	9.8	12	12	1
41	O=C(O)CCC(=O)OCCCc1cc2ccccc2c(=O)o1	0	0.0	-10	0.9	x
42	CN(CC(=O)Nc1ccccc1Br)C(=O)c1ccccc1OCc1ccccc1Cl	-11	x	12	x	x
43	CCN(Cc1ccccc1)c1c(C(=O)O)cnc2c1cnn2C	-6	0.7	23	0.2	-15
44	COc1ccc2[nH]c(C)c(CCN3C(=O)C4CC=CCC4C3=O)c2c1 (stereo unspecified)	12	-0.2	0	0.3	-11
45	Cc1nnsc1NC(=O)OCc1ccc(Cl)cc1Cl	2	9.7	3	7.1	0
46	CCC(CC)COC(=O)C1=C(C)NC(=O)NC1c1cc(OC)ccc1OC (stereo unspecified)	-7	-0.1	5	-1.5	5
47	CCOC(=O)C1=CCN(S(=O)(=O)c2ccccc2Cl)C1c1cccc(Cl)c1 (stereo unspecified)	17	x	1	x	x
48	CCOc1ccc(NC(=O)CSc2nnnn2C2CCCC2)cc1	-10	1.2	20	0.3	-6

nr	CHO-K1 Ca ag	OXTR potentiator	TAAR1 antag	CHO parental Ca
37	0.2	x	-2	x
38	-0.1	x	-15	x
39	1.8	-9	13	-12
40	1.2	-15	11	14
41	-0.5	-3	-11	11
42	0.5	x	15	x
43	1.2	-6	-4	-9
44	0.7	-1	-8	-5
45	6.4	-26	18	-8
46	0.4	1	-20	-22
47	0.1	x	10	x
48	1.7	4	-8	-18

The list goes on.
nr	canonical_smiles	CHO-K1 Ca antag	V1R ag counter	CHO-K1 Ca PAM	OXTR ag	GPR7 antagonist
49	O=C(Nc1ccc(-c2cn3ccsc3n2)cc1)C1CC1	-12	-0.9	22	-0.5	3
50	CC(=O)Nc1nc2cc(N)ccc2s1	-9	1.1	5	0.6	x
51	O=C(NCCc1nccs1)C1CCC(=O)N(CCc2ccc(Cl)cc2)C1 (stereo unspecified)	2	0.8	2	-1.6	-4
52	Cn1c(=O)n(-c2cccc(Cl)c2)c(=O)n1C	-15	0.7	14	0.0	1
53	CCn1c(SCC(=O)Nc2cccc(F)c2)nc2c(c1=O)SC(C)C2 (stereo unspecified)	4	0.2	-7	-1.6	9
54	CCc1noc(C)c1C(=O)Nc1cc(S(=O)(=O)N(CC)CC)ccc1N1CCCC1	5	-1.1	-6	-1.9	x
55	Cc1cc(-c2ccc(C)c(S(=O)(=O)Nc3cc(C)on3)c2)on1	-10	0.5	24	-0.1	-17
56	Cc1cccc(C)c1NC(=O)CCS(=O)(=O)c1cccc2nonc12	-16	0.5	12	0.6	7
57	O=C(c1ccccc1)c1cnc[nH]1	2	-0.1	-6	0.1	-15
58	Cc1cc(=O)oc(C)c1C(=O)N1CCN(C)CC1	-12	-0.4	15	0.2	-3
59	COc1ccccc1CN1CC(C(=O)NCc2ncccc2C)CCC1=O (stereo unspecified)	1	0.7	5	-1.2	-5

nr	CHO-K1 Ca ag	OXTR potentiator	TAAR1 antag	CHO parental Ca
49	0.1	-20	0	-9
50	1.1	2	19	-3
51	0.5	-1	-5	-8
52	4.5	3	3	-1
53	0.2	-4	-22	-12
54	1.1	0	-21	-20
55	0.0	1	-7	2
56	0.6	-8	8	-11
57	0.0	-7	-18	12
58	0.4	-19	8	-7
59	0.6	2	-8	-13

High-throughput results from PubChem BioAssay.
